ASAP1 inh: ASAP1 ArfGAP inhibition; Q9ULH1; ASAP1-stimulated ARF1 GTP hydrolysis, GDP FP detection; actives 0.19% (n = 360,000); inhibition, % at 16.5 µM; in the data active = inhibition above about 25%;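 also: 0% = vehicle with enzyme and substrate and 100% = no enzyme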
ADAM10 inh: inhibitors of human ADAM10; O14672; recombinant ADAM10, EDANS/DABCYL FRET peptide cleavage, 3 h; inhibition, % at 7 µM; actives 0.62% (n = 370,000); AID 720582;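 active = inhibition above a per-campaign cutoff equal to the mean of compounds falling between control-based bounds plus 3 SD, cut at about 20% in these data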;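 also: 0% = DMSO wells while the 100% control is not disclosed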
Tn6 DDE FP: disrupts Tn6 cyclic peptide binding to fibrin D-Dimer-E complex | P02675 | Fibrin DD(E) TRITC-Tn6 fluorescence polarization displacement | inhibition, % at 8.3 µM | actives 0.21% (n = 370,000);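 active = inhibition above a per-campaign cutoff: mean of compounds within control limits plus 3 SD, cut at about 15% in these data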;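 also: 0% = median of all compound wells on the plate and 100% = blocking peptide control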
PLCb3 inh: PLC-beta3 (human) inhibition, primary screen. Q01970. Purified PLC-beta3, fluorogenic substrate, fluorescence. inhibition, % at 12.2 µM. actives 0.18% (n = 370,000). AID 720704; in the data active = inhibition above about 11%;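 also: 0% = median of compound wells on plate and 100% = full blocker control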
ADAM17 inh: inhibitors of human ADAM17. inhibition, % at 6.95 µM. P78536. actives 0.83% (n = 370,000). recombinant ADAM17, EDANS/DABCYL FRET peptide cleavage;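 active = inhibition above the mean of compounds lying between control limits plus 3 SD, set per campaign, cut at about 8.5% in these data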;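 also: 0% = DMSO-only wells as the low control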
Target sequence (P78536 215-824 limits assumed): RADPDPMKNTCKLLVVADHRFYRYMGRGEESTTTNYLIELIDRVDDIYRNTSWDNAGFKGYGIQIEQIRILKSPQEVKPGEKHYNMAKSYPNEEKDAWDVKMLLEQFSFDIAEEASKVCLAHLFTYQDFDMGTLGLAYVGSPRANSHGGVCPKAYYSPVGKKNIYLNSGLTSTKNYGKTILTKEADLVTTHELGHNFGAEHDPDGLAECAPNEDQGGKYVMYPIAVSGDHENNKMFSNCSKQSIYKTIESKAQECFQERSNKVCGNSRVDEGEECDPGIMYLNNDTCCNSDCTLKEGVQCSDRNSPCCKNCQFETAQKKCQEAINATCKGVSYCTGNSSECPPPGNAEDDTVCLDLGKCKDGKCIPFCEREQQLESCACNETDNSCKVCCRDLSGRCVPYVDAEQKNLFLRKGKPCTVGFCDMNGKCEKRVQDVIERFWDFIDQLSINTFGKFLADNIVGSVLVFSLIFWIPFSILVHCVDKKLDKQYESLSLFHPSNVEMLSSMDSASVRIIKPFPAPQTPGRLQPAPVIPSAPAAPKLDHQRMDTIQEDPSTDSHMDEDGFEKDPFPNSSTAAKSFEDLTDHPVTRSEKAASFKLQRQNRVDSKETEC
PLCg1 inh: blocks human PLC-gamma1 enzyme activity; P19174; purified PLC-gamma1, fluorogenic substrate, fluorescence; inhibition, % at 12.2 µM; actives 0.84% (n = 370,000); in the data active = inhibition above about 9.5%
ARFGAP1 inhibitor: rat ARFGAP1 inhibition; Q62848; Arfgap1-stimulated ARF1 GTP hydrolysis, GDP FP detection; inhibition, % at 16.5 µM; actives 0.26% (n = 360,000);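 active = inhibition above a per-plate limit, mean inhibition of low control wells plus 3 SD, cut at about 25% in these data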;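 also: 0% = DMSO wells with enzyme and 100% = wells lacking Arfgap1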
Target sequence (Q62848 1-136 limits assumed): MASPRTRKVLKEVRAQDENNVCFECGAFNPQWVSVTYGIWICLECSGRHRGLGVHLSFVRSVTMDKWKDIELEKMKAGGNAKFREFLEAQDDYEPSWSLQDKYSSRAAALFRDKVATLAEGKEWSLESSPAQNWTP
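Material: rat Arfgap1 GAP domain (His6, aa 1-136), purified enzyme. Also added: human ARF1(Δ1-17)-GTP substrate. Compound dosing: 16.5 µM single point, 1.26% DMSO. Timing: enzyme reaction 120 min at 25 °C after 20 min preincubation. Signal: GDP detection by fluorescence polarization. Read-out basis: percent inhibition of GAP-stimulated GDP formation, scaled between DMSO and no-Arfgap1 medians.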
TDP2 inh: TDP2 (human) inhibition, absorbance primary screen; O95551; AID 720702; actives 0.34% (n = 370,000); recombinant TDP2, T5PNP hydrolysis, p-nitrophenol absorbance 415 nm; inhibition, % at 12.8 µM;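 active = inhibition above the mean of all tested compounds plus 3 SD, set per campaign, cut at about 25% in these data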;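 also: 0% = DMSO with enzyme and 100% = buffer with substrate but no TDP2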
Target sequence (O95551 whole entry, looked up): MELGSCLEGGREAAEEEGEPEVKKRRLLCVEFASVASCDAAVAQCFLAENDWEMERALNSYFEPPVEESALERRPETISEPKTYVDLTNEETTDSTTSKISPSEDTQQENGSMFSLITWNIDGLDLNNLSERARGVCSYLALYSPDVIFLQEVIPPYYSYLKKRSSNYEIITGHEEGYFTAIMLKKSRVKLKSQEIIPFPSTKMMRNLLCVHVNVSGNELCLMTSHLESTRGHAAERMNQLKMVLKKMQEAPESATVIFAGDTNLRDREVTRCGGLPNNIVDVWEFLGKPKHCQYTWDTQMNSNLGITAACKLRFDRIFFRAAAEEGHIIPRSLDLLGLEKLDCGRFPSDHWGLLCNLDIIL
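Evaluation: % inhibition relative to enzyme-containing and enzyme-free wells. Material: recombinant human TDP2. Benchmarks: enzyme-free and DMSO wells. Timing: enzyme reaction with compound for 2 h at 37 °C. Compound dosing: 12.8 µM only. Measured by: p-Nitrophenol epi absorbance. Reagent: T5PNP substrate at 5 mM, a TopII-DNA adduct mimic. Replication: single well per compound.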
SIAE primary: inhibitors of human sialic acid acetylesterase SIAE; Q9HAT2; SIAE FP-Rh probe binding, fluorescence polarization; inhibition, % at 9.66 µM; actives 0.69% (n = 370,000); AID 1053197;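 active = inhibition above a cutoff: mean of compounds within the control limits plus 3 SD of those, cut at about 17% in these data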;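 also: 0% = plate median of compound wells and 100% = probe without SIAE protein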
Tn7 DDE FP: DD(E)-Tn7 binding inhibition, primary FP screen | P02675 | FP displacement of FITC-Tn7 peptide from fibrin DD(E); 0% = median of compound wells per plate | inhibition, % at 8.3 µM | actives 0.13% (n = 370,000) | AID 720508;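 active = inhibition above the mean of compounds falling within the control limits plus 3 SD of them, cut at about 14% in these data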;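 also: 0% = plate median of compound wells and 100% = 10 µM Aha-Tn7 peptide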
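Assay system: human fibrin DD(E). Input: DD(E) 2 µM final. Medium: Tris buffer with calcium and detergent, pH 7.8. Compound dosing: single point at 8.3 µM. Timing: 10 min plus 3 h, room temperature. Technique: fluorescence polarization of the labelled Tn7 tracer. Read-out: percent inhibition. Replicates: singlicate testing.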
An asterisk follows results filed as active.

SMILES | ASAP1 inh | ADAM10 inh | Tn6 DDE FP | PLCb3 inh | ADAM17 inh | PLCg1 inh | ARFGAP1 inhibitor | TDP2 inh | SIAE primary | Tn7 DDE FP
Cc1cc(Br)ccc1SCC(=O)OCC(=O)Nc1ncc(C(F)(F)F)cc1Cl | -6 | -8 | -5 | -5 | -7 | -6 | -1 | 6 | 3 | -1
CCOc1ccc(C(=O)NC2CCN(C(=O)NCc3ccccc3)CC2)cc1 | 2 | 2 | 0 | 3 | -2 | 4 | 7 | -5 | 3 | -9
O=C(N[C@@H](Cc1ccccc1)C(=O)N1CCC2(CC1)NCCc1[nH]cnc12)c1cccc(Br)c1 | -3 | 0 | -4 | 1 | -1 | -1 | -9 | -2 | 8 | -3
COc1ccccc1CN=C1NC(=O)C(CC(=O)Nc2ccc(C(C)=O)cc2)S1 (stereo not given) | 11 | 4 | 5 | -10 | -3 | -3 | -2 | 7 | 1 | 9
O=C(CSc1cccc[n+]1[O-])CSc1cccc[n+]1[O-] | -9 | 0 | 1 | 4 | -7 | -1 | -7 | -12 | 6 | -4
COc1ccc(NC(=O)[C@@H]2CC=C[C@@H]3CCN(Cc4ccccc4)C(=O)[C@@H]32)cc1 | 7 | 3 | -2 | 2 | 0 | -1 | 4 | 0 | 0 | -1
CC(C)(C)N(NC(=O)Nc1ccc(Cl)cc1)C(=O)c1ccccc1 | 3 | -2 | -2 | 0 | -1 | -2 | -5 | -1 | 17* | -5
N#CCC(=O)N/N=C/c1cc([N+](=O)[O-])ccc1N1CCCC1 | -3 | 1 | 2 | -4 | 6 | 2 | 1 | -26 | -5 | -1
CC(=O)OCCCNc1cc(Sc2ccc(C)cc2)c2nonc2c1[N+](=O)[O-] | -3 | -3 | 9 | 0 | -2 | -1 | -7 | -5 | -6 | 0
O=C(/C(=C/O)N=Nc1ccc(Cl)cc1)c1ccncc1 | 1 | 1 | 9 | -1 | -1 | -1 | -32 | -9 | 8 | -4
COc1ccc(C(CC(=O)Nc2ccc(C)cc2)NC(=O)C(F)(F)F)cc1 (stereo not given) | -3 | 1 | -7 | 3 | 1 | 2 | 7 | -1 | 0 | 2
CNS(=O)(=O)c1cccc(C(=O)NCC(c2cccs2)N2CCOCC2)c1 (stereo not given) | 2 | -7 | 5 | -7 | -1 | -2 | 26* | -13 | -1 | 4
COc1ccc(Cl)cc1N(C(=O)c1ccco1)C(C(=O)NC1CCCC1)c1cccnc1 (stereo not given) | -9 | 4 | 11 | -4 | 0 | -1 | 9 | 1 | 1 | 5
C=CCOc1ccc2ccccc2c1CNc1ncn[nH]1 | -4 | -12 | 0 | -1 | -1 | 0 | -8 | -14 | 1 | -1
COc1ccc(CC(=O)Nc2cc(=O)n(C)c(=O)n2C)cc1OC | 5 | 7 | 5 | -6 | 3 | 0 | 4 | -4 | -5 | 0
CC(C)C(=O)Nc1cccc(NC(=O)c2cccc([N+](=O)[O-])c2)c1 | 3 | -17 | -8 | 3 | -5 | 9 | 11 | -6 | -3 | 4
COc1cc2c(C(=O)N3CCN(C)CC3)c(C)n(-c3ccccc3)c2cc1Br | -18 | 4 | -7 | -2 | -7 | 1 | 3 | -6 | -10 | 7
COc1ccc(OC)c(-n2c(C)ccc2-c2ccc(S(C)(=O)=O)cc2)c1 | 0 | -70 | 0 | -193 | -30 | -168 | 14 | 1 | 0 | 8
c1ccc(CNc2cncnc2)cc1 | -2 | -145 | -4 | -54 | -55 | -37 | 10 | -7 | -6 | 4
CC1=NN(c2ccccc2)C(=O)C1c1ccccc1 (stereo not given) | 0 | -6 | 10 | -2 | 1 | -1 | 4 | 3 | 5 | -2
Cc1cccc(NC(=O)Cn2cnc3ccccc3c2=O)c1C | 7 | 5 | 2 | 4 | 2 | 3 | 9 | -9 | 0 | -3
Cc1cc2oc(=O)cc(CN3CCCCC3)c2cc1C(C)C | -2 | -17 | -5 | -15 | -8 | -17 | 4 | -3 | 3 | -5
CSc1ccc(NC(=O)C2(C)CCN2C(=O)Cc2ccc(C(C)(C)C)cc2)cc1 (stereo not given) | -6 | 7 | 2 | 2 | 2 | 0 | -1 | -3 | 5 | -2
COC(=O)c1c(NC(=O)CCC(=O)O)sc2c1CCCCC2 | -4 | -5 | 1 | -4 | 1 | -4 | 1 | -3 | 8 | -1
CCOP(=O)(O)c1ccccc1OCCCCCOc1ccccc1P(=O)(O)OCC | -5 | -1 | 2 | 0 | 1 | 1 | 0 | -2 | 5 | 8
Cc1ccc(S(=O)(=O)N2CCC(C(=O)OCC(=O)N3C(C)CCCC3C)CC2)cc1C (stereo not given) | 12 | 0 | 6 | 2 | -2 | 3 | -19 | 6 | 5 | 2
CCOc1ccccc1NC(=O)CSc1nnc(Cc2cccn2C)n1-c1ccc(F)cc1 | -12 | -8 | -1 | -2 | -2 | 1 | -8 | -7 | 10 | -7
CCOc1ccc(NC(=O)c2cccc(-n3cccc3)c2)cc1S(=O)(=O)N1CCOCC1 | 10 | -12 | -8 | -14 | 0 | -1 | 0 | 10 | 5 | 1
COc1ccc(NC(=O)CN2CCC3(O)CCCCC3C2c2ccccc2OC)cc1 (stereo not given) | -12 | -2 | 5 | 0 | -3 | -1 | -10 | 2 | 3 | 0
CC1(C)CC(=O)C=C(NCCN2CCN(C(=S)Nc3ccccc3)CC2)C1 | -2 | 4 | -7 | -9 | 0 | 0 | 10 | -7 | -1 | 6

5 compounds out of the list above, sorted by their value in PLCb3 inh, lowest first:
SMILES | ASAP1 inh | ADAM10 inh | Tn6 DDE FP | PLCb3 inh | ADAM17 inh | PLCg1 inh | ARFGAP1 inhibitor | TDP2 inh | SIAE primary | Tn7 DDE FP
COc1ccccc1CN=C1NC(=O)C(CC(=O)Nc2ccc(C(C)=O)cc2)S1 (stereo not given) | 11 | 4 | 5 | -10 | -3 | -3 | -2 | 7 | 1 | 9
COc1ccc(CC(=O)Nc2cc(=O)n(C)c(=O)n2C)cc1OC | 5 | 7 | 5 | -6 | 3 | 0 | 4 | -4 | -5 | 0
O=C(/C(=C/O)N=Nc1ccc(Cl)cc1)c1ccncc1 | 1 | 1 | 9 | -1 | -1 | -1 | -32 | -9 | 8 | -4
Cc1ccc(S(=O)(=O)N2CCC(C(=O)OCC(=O)N3C(C)CCCC3C)CC2)cc1C (stereo not given) | 12 | 0 | 6 | 2 | -2 | 3 | -19 | 6 | 5 | 2
CC(C)C(=O)Nc1cccc(NC(=O)c2cccc([N+](=O)[O-])c2)c1 | 3 | -17 | -8 | 3 | -5 | 9 | 11 | -6 | -3 | 4

The listing continues.
SMILES | ASAP1 inh | ADAM10 inh | Tn6 DDE FP | PLCb3 inh | ADAM17 inh | PLCg1 inh | ARFGAP1 inhibitor | TDP2 inh | SIAE primary | Tn7 DDE FP
C=CCN1C(=NC(=O)COc2ccccc2)SC2CS(=O)(=O)CC21 (stereo not given) | 4 | -5 | -7 | -6 | -2 | 4 | -12 | 6 | 10 | -6
CC(=O)N1N=C(c2ccc(Br)cc2)OC12CCCC2 | 9 | -13 | 3 | -4 | -1 | 0 | 0 | 8 | -3 | -4
CNc1ncn(-c2c(C)cccc2C)c(=O)n1 | 11 | 13 | -5 | 6 | 3 | 5 | 3 | -11 | -3 | -10
CCC(C)NC(=O)CC(NS(=O)(=O)c1ccc(C)cc1)c1ccc(OC)cc1 (stereo not given) | -5 | 11 | 1 | 4 | 0 | 5 | 4 | -6 | 1 | 2
CCCCNC(=O)NS(=O)(=O)c1cnccc1Sc1ccc(Cl)cc1 | 8 | 8 | -1 | 1 | 0 | 2 | -3 | -1 | 7 | 2
C=CCN1CCN(Cc2cnc(Cl)s2)CC1 | 19 | -10 | 10 | 1 | -4 | 0 | 4 | -6 | -1 | -6
COc1ccc(C(=O)N2CC(=O)Nc3ccc(C)cc3C2c2ccccc2)cc1 (stereo not given) | 2 | -2 | -3 | 1 | 4 | 4 | 10 | -6 | -2 | 0
COc1ccc(OC)c(Nc2c3ccccc3nc3ccccc23)c1 | 21 | -215 | -2 | -67 | -113 | -47 | -6 | 7 | 5 | 4
O=c1c2ccccc2nnn1COc1ccc(Cl)cc1Br | 6 | -2 | 3 | 1 | -5 | -4 | 2 | 5 | 2 | 0
COc1ccc(N(C)S(=O)(=O)c2cccc(C(=O)Nc3nc4ccccc4[nH]3)c2)cc1 | 1 | 8 | -3 | -24 | 1 | -15 | -4 | -14 | -6 | 5
CN(C)CCNc1ncnc2c1ncn2[C@H]1CN(Cc2ccc(-c3ccccc3)cc2)C[C@@H](CO)O1 | -5 | -12 | 1 | -2 | -4 | 3 | -4 | -4 | -5 | 8
CC(=O)Nc1ccc(S(=O)(=O)Nc2nc3nc(-c4ccccc4)cc(-c4ccccc4)n3n2)cc1 | 9 | -437 | 0 | -385 | -155 | -273 | 14 | -5 | -14 | -3
N#Cc1ccccc1OCC(=O)OCC(=O)c1ccc[nH]1 | 1 | 0 | 3 | -2 | -2 | -4 | 3 | -4 | -3 | -4
O=[N+]([O-])c1ccc(N2CCCC2)c([N+](=O)[O-])c1 | -7 | 3 | 2 | 2 | -2 | 1 | 8 | -1 | -6 | -7
c1ccc(CCNCc2ccco2)nc1 | 0 | -19 | 1 | -14 | -10 | -12 | 3 | 1 | 13 | 7
CC(C)(C)OC(=O)N1CCC(C(=O)O)CC1 | -1 | -4 | 4 | 2 | -1 | -2 | -7 | 1 | 10 | -6
O=C(Cc1cccs1)N/N=C/c1ccccn1 | 6 | 0 | 4 | -8 | -1 | -2 | -2 | -6 | 1 | -9
Nc1ccncc1N | -12 | -9 | -2 | -1 | -8 | -1 | -5 | 4 | 0 | -4
Cc1c(Cl)cccc1NC(=O)CSc1nc2ncc(Cl)cc2[nH]1 | -9 | 1 | -5 | -6 | -5 | 0 | -9 | 8 | -2 | -6
COc1ccccc1OCC(=O)N1CCCCCCC1 | -4 | 4 | 7 | -6 | -1 | 4 | -4 | 6 | -4 | -1
COCCn1c(CCC(=O)O)nc2c1c(=O)[nH]c(=O)n2CC(C)C | 8 | 1 | 0 | 0 | 2 | 2 | 8 | 9 | -1 | -13
CCc1nnc(N2C(=O)c3ccc(Oc4ccc([N+](=O)[O-])cc4)cc3C2=O)s1 | -1 | 0 | 1 | -1 | -1 | 1 | 2 | 5 | 7 | 4
O=C(Nc1ccc(Oc2ccccc2)nc1)C1CCCCN1Cc1cccc(OCCO)c1 (stereo not given) | 1 | 3 | -3 | -13 | -6 | -3 | -1 | -1 | -3 | -2
COc1ccc(C)cc1NC(=O)CCNC(=O)Cn1ccc2ccccc2c1=O | 8 | 1 | 4 | -2 | 1 | 1 | 11 | -1 | 2 | 1
CC(=O)N(/N=C1\Sc2ccccc2C1=O)c1ccc(C)cc1C | 1 | 1 | -6 | -3 | -1 | 0 | -2 | 8 | -23 | -2

High-throughput results (PubChem BioAssay)
